CHT block: inhibitors of human choline transporter CHT; B-score at 10 µM; High affinity choline transporter 1 (Homo sapiens), Q9GZV3; hit rate 0.86% among 310,000; CHT-expressing cells, membrane potential dye, choline response; hits give low values;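 active = B-score over 3 SD under the library average, and starting fluorescence ratio not unusually high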;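 note: choline stimulus applied at its EC90 after an EC20 pre-addition; B-score computed on integrated fluorescence ratio after choline addition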
Target sequence (Q9GZV3 whole entry, looked up): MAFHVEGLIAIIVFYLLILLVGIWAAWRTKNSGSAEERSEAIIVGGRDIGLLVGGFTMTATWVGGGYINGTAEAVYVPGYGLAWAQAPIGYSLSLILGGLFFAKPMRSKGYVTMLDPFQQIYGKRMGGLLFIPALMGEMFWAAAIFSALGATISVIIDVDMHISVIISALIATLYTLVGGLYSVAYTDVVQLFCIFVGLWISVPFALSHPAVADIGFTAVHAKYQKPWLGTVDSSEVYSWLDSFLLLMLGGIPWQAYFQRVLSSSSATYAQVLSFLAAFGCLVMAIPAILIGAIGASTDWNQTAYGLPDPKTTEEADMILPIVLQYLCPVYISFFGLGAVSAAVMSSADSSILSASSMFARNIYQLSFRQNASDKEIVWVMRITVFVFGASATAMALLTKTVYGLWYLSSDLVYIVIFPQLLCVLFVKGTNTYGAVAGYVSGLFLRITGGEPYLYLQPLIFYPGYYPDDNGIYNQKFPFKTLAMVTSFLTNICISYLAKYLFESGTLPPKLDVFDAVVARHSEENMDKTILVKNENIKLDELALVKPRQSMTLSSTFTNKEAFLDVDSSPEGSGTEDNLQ
Kir21 block: inhibitors of mouse Kir2.1 inward-rectifier potassium channel; B-score at 10 µM; HEK293-Kir2.1, FluxOR thallium flux fluorescence; hits give low values; Inward rectifier potassium channel 2 (Mus musculus), P35561; hit rate 0.85% among 310,000;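 active = fluorescence ratio B-score at or below minus 3 SD of library scores, with starting-brightness B-score within 2 SD, cut at about -4.2 in these data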;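 note: channel flux triggered by added potassium and thallium sulfate stimulus; B-score of peak minus minimum fluorescence over baseline after thallium stimulus; more negative B-score means stronger Kir2.1 block with less thallium influx; some compounds called inactive have numbers as strong as hits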
Target sequence (P35561 whole entry, looked up): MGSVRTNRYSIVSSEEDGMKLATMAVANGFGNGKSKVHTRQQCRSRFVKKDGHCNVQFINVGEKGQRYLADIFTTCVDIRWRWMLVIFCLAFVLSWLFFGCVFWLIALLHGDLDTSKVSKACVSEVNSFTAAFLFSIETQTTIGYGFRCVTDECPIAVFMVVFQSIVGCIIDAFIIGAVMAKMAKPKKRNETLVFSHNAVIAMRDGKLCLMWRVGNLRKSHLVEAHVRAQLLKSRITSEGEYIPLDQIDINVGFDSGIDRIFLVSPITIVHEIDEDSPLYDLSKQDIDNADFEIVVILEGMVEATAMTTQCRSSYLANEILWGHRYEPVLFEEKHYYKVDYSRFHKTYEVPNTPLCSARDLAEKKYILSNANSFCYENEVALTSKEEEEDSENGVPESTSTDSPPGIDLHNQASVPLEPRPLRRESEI
KCNQ2 block: KCNQ2 potassium channel inhibitors, primary screen, cell-based, CHO-K1, FluxOR thallium flux, B-score (AID 2156); B-score at 10 µM; Potassium voltage-gated channel subfamily KQT member 2 (Rattus norvegicus), O88943; hit rate 1.1% among 310,000; 20 min; hits give low values;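 active = fluorescence ratio B-score at most minus 3 library SDs, with starting brightness B-score within 2 library SDs, cut at about -5.5 in these data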
Numbers without * were called inactive; i = inactive; x = not tested or not shown.

no.	canonical_smiles	CHT block	Kir21 block	KCNQ2 block
1	COC(=O)c1c(C)nc(C)c(C(=O)OC)c1-c1ccc(OC)c(OC)c1	i	0.93	i
2	Nc1c(N2CCCCC2)c2ccccc2oc1=O	i	-2.2	i
3	CCOC(=O)[C@@H]1[C@H]2COc3ccccc3[C@@H]2N2C(=O)N(c3ccccc3)C(=O)[C@]12C	i	1.9	i
4	O=C(CC1Sc2ccccc2NC1=O)OCC(=O)N1CCc2ccccc21 (stereo unspecified)	i	-0.37	i
5	Cc1ccc(CNC(=O)CCc2c(C)nn(-c3ccc(N4CCOCC4)nn3)c2C)cc1	i	0.09	i
6	CCCC(=O)Nc1nnc(SCC(=O)NCc2cccs2)s1	i	-0.05	i
7	CC1CC(C)CN(C(=S)NC2CCCCC2)C1 (stereo unspecified)	i	-0.2	i
8	CC(Nc1nc(-c2ccccc2F)nc2ccccc12)c1ccccc1 (stereo unspecified)	i	-0.54	i
9	COc1ccc(-c2csc(Nc3cccc(C)n3)n2)cc1C	i	1.8	i
10	COc1cccc(C2CC(c3ccc(Cl)cc3Cl)Nc3nc(N)nn32)c1 (stereo unspecified)	i	-0.58	i
11	CCOC(=O)c1c(C)oc2c(CC(=O)c3ccccc3)c(Cl)c(O)c(O)c12	i	0.89	i
12	Cc1c(N(C(=O)CNC(=O)c2ccccc2)C2(C(=O)NC3CCCCC3)CCCCC2)c(=O)n(-c2ccccc2)n1C	i	1.8	i
13	COC(=O)c1ccccc1NC(=O)Cn1cc2c(n1)CCC(C)C2 (stereo unspecified)	i	0.27	i
14	COC(=O)C1=C(C)N(C)C(C)=C(C(=O)OC)C1c1cccc(Br)c1	i	-2.8	i
15	CNC(=S)Nc1ccc(C)cc1	i	1.2	i
16	Cc1n[nH]c(=S)n1/N=C/c1ccc(OCc2ccc(Cl)cc2Cl)cc1	i	0.42	i
17	CCOc1ccc(CCNC(=O)CCC(=O)N2CCSc3ccccc32)cc1OCC	i	-0.55	i
18	CN1CCCC(OC(=O)c2ccccc2F)C1 (stereo unspecified)	i	0.32	i
19	O=C(O)C1CCC(N2C(=O)C3CCCCC3C2=O)CC1 (stereo unspecified)	i	0.35	i
20	Cc1cc(NC(=O)Nc2ccccc2F)ccc1Br	i	-1.2	i
21	COc1ccc(NS(=O)(=O)c2cc([N+](=O)[O-])ccc2N/N=C\c2c(C)[nH]c3ccccc23)cc1	i	-0.32	i
22	COc1ccc(-c2cc(C(=O)O)c3ccccc3n2)c(OC)c1	i	1.2	i
23	CCCCNC(=O)N1CCN(S(C)(=O)=O)CC1	i	0.05	i
24	O=C(NCCc1c[nH]c2ccccc12)C(=O)Nc1cc2c3c(c1)CC(=O)N3CCC2	i	2.6	i
25	COc1ccc(CCN2CC(C(=O)NC3CCOCC3)CCC2=O)cc1 (stereo unspecified)	i	0.62	i
26	CCc1cc(C(=O)OC)c(NC(=O)CC2SC(N)=NC2=O)s1 (stereo unspecified)	i	-0.56	i
27	O=C(COC(=O)CN1C(=O)c2ccccc2C1=O)Nc1ccc(S(=O)(=O)N2CCCC2)cc1	i	-0.09	i
28	COc1ccc2ccccc2c1C1CC(=O)N2CN(C)CSC2=C1C#N (stereo unspecified)	i	-0.25	-6.9*
29	C=CCn1c(SC2CCOC2=O)nc2sc(C)c(C)c2c1=O (stereo unspecified)	i	1	i
30	Nc1nc2n(n1)C(c1cccc(Cl)c1)CC(c1ccc(F)cc1)N2 (stereo unspecified)	i	-0.68	i
31	COc1ccc(OC)c(/C=C2\Oc3cc(OCC(=O)N4CCC(C(=O)O)CC4)ccc3C2=O)c1	i	-2	i
32	O=C1CCCC/C1=C/Nc1ccc(C(=O)O)cc1	i	1	i
33	O=c1c2[nH]c3ccc(F)cc3c2ncn1CCN1CCOCC1	i	1	i
34	CCCOc1ccc(CNC(=O)c2ccc3c(c2)N(CC)CCS3)cc1	i	-0.77	i
35	O=c1[nH]c(=S)[nH]c2c1CN(Cc1ccc(F)cc1)CC2	i	0.98	i
36	CC(NC(=O)c1ccc2c(c1)OCO2)C(c1cccs1)N1CCOCC1 (stereo unspecified)	i	1.4	i
37	CCC1(c2ccc(F)cc2)NC(=O)N(CC(=O)Nc2cccnc2Cl)C1=O (stereo unspecified)	i	-0.48	i
38	COC(=O)c1ccccc1NC(=O)CN1CCC(n2nnc3cc(F)ccc32)CC1	i	0.04	i
39	O=C(c1cnc2n(c1=O)CCS2)N1CCN(c2ccc([N+](=O)[O-])cc2)CC1	i	-0.66	i
40	Cc1n[nH]c(=O)nc1NCc1ccco1	i	0.96	i
41	COc1ccc(-c2cc(=O)n(-c3nc4ccccc4[nH]3)[nH]2)cc1	i	0.07	i
42	O=C(Nc1ccc2[nH]c(=O)[nH]c2c1)c1cc(F)c(F)cc1Cl	i	1.1	i
43	Cc1nnc(NC(=O)CSc2nc(C(C)C)nc3ccccc23)s1	i	-1	i
44	CC(=O)OCC1=C(C(=O)O)N2C(=O)C(NC(=O)CCn3nc(C(F)(F)F)c(Br)c3C3CC3)C2SC1 (stereo unspecified)	i	2	i
45	Cc1cc(C)cc(-n2c(C)cc(/C=N/NC(=O)c3ccncc3)c2C)c1	i	-0.12	i
46	O=C(O)Cc1ccc(NC(=O)c2cnccn2)cc1	i	-1.4	i
47	O=C(c1cc(Cl)ccc1Cl)N1CCN(Cc2ccccc2)CC1	i	0.58	i
48	Cc1ccc(C(=O)Nc2ccc(CC(=O)O)cc2)o1	i	-0.8	i
49	CC(=O)NCCc1ccc(S(=O)(=O)Nc2ccc3c(c2)OCCO3)cc1	i	0.75	i
50	COc1ccc(C(=O)N/C(=C\c2ccco2)C(=O)OCc2ccco2)cc1	i	1.2	i
51	CCc1ccccc1NC(=O)CCN1C(=O)C2CC=CCC2C1=O (stereo unspecified)	i	0.99	i
52	Cc1ccc(C)n1-c1ccc(C(=O)NN)cc1	i	-0.66	i
53	COc1ccc(N(CC(=O)Nc2cccc(SC)c2)S(C)(=O)=O)cc1	i	0.31	i
54	CCCCn1c(Cn2nc(C(=O)O)c3ccccc3c2=O)nc2cc(S(N)(=O)=O)ccc21	i	1.5	i
55	COC(CNC(=O)CCc1c(C)nc2c(-c3ccc(F)cc3)c(C)nn2c1C)OC	i	0.54	i
56	CCCCSCCCNC(=O)Nc1ccc(C)c(C)c1	i	0.01	i
57	NC(=O)Cc1c[nH]c2cccc(O)c12	i	0.08	i
58	COc1ccc(C2=NO[C@H]3C[C@](C(=O)NC(C)C)(S(=O)(=O)c4ccccc4)C[C@@H]23)cc1	i	-1.4	i
59	Cc1ccc(/C=C/C(=O)NCc2cccs2)c(C)c1	i	0.63	i
60	COc1cc(/C=C(\C#N)c2nc3ccccc3[nH]2)ccc1Oc1ccc([N+](=O)[O-])cn1	i	-0.84	i

Later entries
no.	canonical_smiles	CHT block	Kir21 block	KCNQ2 block
61	Cc1cc(NC(=O)CCC(=O)N(c2ccccc2)C(C(=O)NC2CCCC2)c2ccccc2C)no1 (stereo unspecified)	i	0.14	i
62	O=S(=O)(CCc1ccncc1)C1Cc2cccc3cccc1c23 (stereo unspecified)	i	-0.41	i
63	C/C(=N\N1CCN(C)CC1)c1ccc(OC(F)F)cc1	i	0.71	i
64	CCC(=O)Nc1ccc(S(=O)(=O)N2CCc3ccccc3C2)cc1	i	0.85	i
65	FC(F)(F)c1nc2ccccc2n2c(-c3ccc(Cl)cc3Cl)nnc12	i	-2.9	i
66	CC1(C)N=C2C(=[N+]1[O-])CCC/C2=N\O	i	-0.2	i
67	Cc1ccc(S(=O)(=O)Nc2cccc3ncccc23)cc1	i	-0.36	i
68	O=C(N/N=C/c1ccccc1F)c1csc2c1CCCC2	i	0.03	i
69	CC(NCc1cccs1)c1ccccc1 (stereo unspecified)	i	0.5	i
70	O=C(O)COc1ccc2occ(C(=O)c3ccccc3)c2c1	i	1.9	i
71	O=C(NCc1ccncc1)C(=O)NCC1OCCN1S(=O)(=O)c1ccc(Cl)cc1 (stereo unspecified)	i	-2.1	i
72	CCCCC(=O)Nc1ccc(C(=O)Nc2cccnc2)cc1	i	1.2	i

Shown as a hit in KCNQ2 block (from the list above):
no.	canonical_smiles	CHT block	Kir21 block	KCNQ2 block
28	COc1ccc2ccccc2c1C1CC(=O)N2CN(C)CSC2=C1C#N (stereo unspecified)	i	-0.25	-6.9*

Next section
no.	canonical_smiles	CHT block	Kir21 block	KCNQ2 block
73	COc1cc(OC)c(C2SCCCS2)cc1OC	i	-1.2	i
74	O=C(CN1CCOCC1)Nc1ccc(Cl)cc1	i	0.35	i
75	Cc1cccc(N2CCN(C(=O)c3cc4c(=O)[nH]c5ccccc5c4n3C)CC2)c1C	i	0.37	i
76	CCOc1ccc(C(=O)N2CCN(Cc3ccccc3)CC2)cc1OCC	x	-0.02	i
77	Cc1ccc(S(=O)(=O)/N=C(/Nc2cccc(C(=O)O)c2)c2ccccc2)cc1	i	1.2	i
78	COCCNC(=O)c1ccc(CS(=O)(=O)c2ccccc2C)o1	i	-1.2	i
79	CC1(C)COC2(OC1)C(=O)N(CN1CCOCC1)c1ccccc12	i	-0.53	i
80	CCCNC(=O)CN1CCC(c2nc3ccccc3[nH]2)CC1	i	0.22	i
81	CC1(C)Cc2c(C#N)c(SCC(=O)O)nc(N3CCOCC3)c2CO1	i	0.87	i
82	OC(COCc1ccc(Cl)cc1)CN1CCCCC1 (stereo unspecified)	i	1.2	i
83	Cc1cc(C(=O)CCC(=O)N2CCN(c3ccccc3F)CC2)c(C)s1	i	0.42	i
84	Clc1ccc(Cl)c(OCCCCN2CCCCC2)c1	i	-0.13	i
85	COC(=O)Cc1c(C)nc2nc(-c3ccc(OC)cc3)[nH]n2c1=O	i	1.6	i
86	O=C(O)C1CCN(c2ccc([N+](=O)[O-])cc2[N+](=O)[O-])CC1	i	0.49	i
87	Cc1ccc(/C=C2\SC(=S)N(CCCC(=O)Nc3nccs3)C2=O)cc1	i	1.9	i
88	COCCn1c(SCC(=O)Nc2sccc2C(N)=O)nnc1-c1ccncc1	i	-0.39	i
89	O=C(CN=C1NS(=O)(=O)c2ccccc21)OCC(=O)c1cc(F)ccc1F	i	0.56	i
90	COc1ccccc1/C=C/C=N/Nc1cccc(C(=O)O)c1	i	-0.01	i
91	Cc1ccc2c(c1)C(c1ccccc1)N(C(=O)c1ccc(F)cc1)CC(=O)N2 (stereo unspecified)	i	1.2	i
92	Cn1c(=O)c2[nH]c(N=Nc3ccc(N)cc3N)nc2n(C)c1=O	i	-0.24	i
93	CN(c1ccc(OCC(=O)OCC(=O)Nc2ccccc2)cc1)S(=O)(=O)c1ccc(F)cc1	i	-3	i
94	CCOC(=O)C1(CCCc2ccccc2)CCN(C(=O)CCN2CCCCC2=O)CC1	i	0.07	i
95	NC(=O)C1(NC(=O)[C@@H]2CC3(CC(c4cccc(NC(=O)[C@@H]5CCC(=O)N5)c4)=NO3)CN2C(=O)c2cnccn2)CC1 (stereo partly specified)	i	0.49	i
96	c1coc(CNc2c3c(nc4ncnn24)CCCC3)c1	i	-0.01	i
97	O=C(CN1CCN(Cc2cccc(Cl)c2)C1=O)NCc1ccccn1	i	-1.2	i
98	CC1=CCC2C(=O)N(c3ccc(S(N)(=O)=O)cc3)C(=O)C2C1 (stereo unspecified)	i	0.91	i
99	COc1ccc(C(=O)NCC(=O)OCC(=O)NC2CCCC2)cc1	i	1.2	i
100	CCn1c(C(O)c2cc(OC)ccc2OC)nc2ccccc21 (stereo unspecified)	i	-0.08	i
101	O=C(Nc1ccccc1)Nc1ccc2c(c1)CCC2	i	0.19	i
102	CC1C(=O)NN=C1C(=O)N/N=C\c1ccc(O)cc1O (stereo unspecified)	i	0.79	i
103	CCOc1cc(C(c2c(C)[nH][nH]c2=O)c2c(C)[nH][nH]c2=O)cc(Br)c1OC	i	1.6	i
104	O=C(Cn1[nH]c(=O)c2ccccc2c1=O)Nc1ccc2c(c1)CCC2	i	-3.2	i
105	O=[N+]([O-])c1ccccc1S(=O)(=O)N1CCN(c2ccccc2)CC1	i	0.03	i
106	CC(Cl)C(=O)c1c[nH]c2ccccc12 (stereo unspecified)	i	-0.27	i
107	C/C(=N\NC(=O)c1cc(Br)ccc1O)c1ccccn1	i	1.2	i
108	Cc1cc(NC(=O)C2CCCN2C(=O)Nc2cccc(Cl)c2)ccc1-n1cnnn1 (stereo unspecified)	i	1.2	i
109	O=C(COc1ccc(Cl)cc1)NCC(=O)N1CCC2(CC1)NCCc1[nH]cnc12	i	-1.6	i
110	COc1cccc(NC(=O)[C@H](C)NC(=O)C2CCN(S(=O)(=O)c3ccc(C)cc3)CC2)c1	i	-0.79	i
111	CC1=CCC2C(=O)N(c3cccc(C(=O)Nc4ccc(Cl)cc4)c3)C(=O)C2C1 (stereo unspecified)	i	-0.97	i

Five entries already listed, arranged by the value under Kir21 block, ascending:
no.	canonical_smiles	CHT block	Kir21 block	KCNQ2 block
97	O=C(CN1CCN(Cc2cccc(Cl)c2)C1=O)NCc1ccccn1	i	-1.2	i
110	COc1cccc(NC(=O)[C@H](C)NC(=O)C2CCN(S(=O)(=O)c3ccc(C)cc3)CC2)c1	i	-0.79	i
101	O=C(Nc1ccccc1)Nc1ccc2c(c1)CCC2	i	0.19	i
108	Cc1cc(NC(=O)C2CCCN2C(=O)Nc2cccc(Cl)c2)ccc1-n1cnnn1 (stereo unspecified)	i	1.2	i
103	CCOc1cc(C(c2c(C)[nH][nH]c2=O)c2c(C)[nH][nH]c2=O)cc(Br)c1OC	i	1.6	i
